Screening results as filed in PubChem.
Mtb RmlCD inh: M. tuberculosis RmlC/RmlD inhibition; P9WH09+P9WH11; RmlC+RmlD coupled enzyme assay, percent inhibition; primary screen in compound mixtures; inhibition, % at 3.6 µM; 160,000 tested, 0.03% active; in the data active = inhibition mostly above about 34%, no sharp cut-off; note: some results filed as inactive read as strong as hits
Target sequence (P9WH09 whole entry, looked up): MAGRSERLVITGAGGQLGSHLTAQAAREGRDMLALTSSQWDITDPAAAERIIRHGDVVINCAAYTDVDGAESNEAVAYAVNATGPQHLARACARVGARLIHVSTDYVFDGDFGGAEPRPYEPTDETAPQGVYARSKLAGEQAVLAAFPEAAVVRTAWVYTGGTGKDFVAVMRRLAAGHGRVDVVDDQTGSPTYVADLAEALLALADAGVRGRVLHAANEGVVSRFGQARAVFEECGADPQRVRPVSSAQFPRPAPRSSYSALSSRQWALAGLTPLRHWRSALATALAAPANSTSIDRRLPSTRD
Target sequence (P9WH11 whole entry, looked up): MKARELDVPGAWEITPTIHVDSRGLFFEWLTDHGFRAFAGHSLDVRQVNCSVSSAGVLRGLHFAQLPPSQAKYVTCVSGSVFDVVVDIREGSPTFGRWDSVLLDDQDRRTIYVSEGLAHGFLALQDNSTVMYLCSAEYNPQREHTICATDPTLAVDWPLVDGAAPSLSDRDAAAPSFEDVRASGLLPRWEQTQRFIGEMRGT
GlmU inhibition: inhibition of mycobacterial GlmU enzyme – biochemical, glucosamine-1-phosphate acetyltransferase (AID 1376). inhibition, %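 (tested at 30 µM in the primary screen)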, or IC50 in µM where a hit was titrated. M. tuberculosis GlmU acetyltransferase enzyme assay; higher % means a stronger effect. 220,000 tested, 0.25% active; in the data active = inhibition above about 13%;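 note: 0% = complete reaction with vehicle and 100% = reaction without substrate; strong numbers were not always called active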
The depositor's hits bear a star; / = not tested or not shown. Only part of the results is shown (hit frequency here may not be typical).

SMILES | Mtb RmlCD inh | GlmU inhibition
COc1cc(NC(=O)c2cc(-c3cccs3)on2)cc(OC)c1OC | -1 | /
O=C(CNCC1(N2CCOCC2)CCCCC1)Nc1ccc(Cl)cc1 | 4 | 0.0%
O=C(O)CC(CC(=O)O)(C(=O)O)c1ccccc1 | 4 | 0.8%
CCOc1cc(C=O)ccc1OCCSc1ccc(C)cc1 | 41 | 0.1%
CCN1CCN(C(=O)C2CCN(S(=O)(=O)c3cccc4cccnc34)CC2)CC1 | 6 | -2.4%
Cc1ccc(C(=O)CSc2nnc(COc3cc(C)cc(C)c3)o2)cc1 | / | 0.1%
COc1ccc(-n2c(=O)[nH]c3cc(C(=O)NCCc4ccc(Cl)cc4)ccc3c2=O)cc1OC | -4 | -4.0%
Cc1ccc(NCc2ccccc2)cc1 | -2 | -5.1%
CCc1nc(NCCc2ccccn2)c2nnn(Cc3ccccc3F)c2n1 | 6 | 3.2%
COc1cc([N+](=O)[O-])ccc1NC(=O)CCCOc1ccc(C)cc1 | / | 3.5%
CCOC(=O)c1c(NC(=O)c2cccs2)sc(C)c1CC | -14 | 4.3%
COc1cc(CO)ccc1OCc1nnnn1-c1ccc(C)cc1 | -7 | -1.1%
COc1cccc(N2C(=O)C3C(C2=O)C3(c2ccccc2)c2ccccc2)c1 (stereo unspecified) | 7 | 4.1%
N#Cc1sc2nc(C3CC3)cc(-c3ccc(Cl)cc3)c2c1N | 8 | -1.9%
NC(=O)c1cc2cc(Cc3ccccc3Cl)ccc2oc1=O | -5 | 5.7%
Cc1ccsc1C(=O)C1CCCN(Cc2ccc(O)cc2)C1 (stereo unspecified) | -8 | -0.5%
COC(=O)c1cnn(-c2ccc(C)c(C)c2)c1-n1cccc1 | 16 | 0.1%
O=C(Cc1ccccc1)NCc1n[nH]c(=S)n1-c1ccccc1 | 2 | 5.1%
O=C(CN(Cc1ccco1)C(=O)Cn1nnc(-c2cccs2)n1)NCc1ccccc1 | -9 | 5.8%
CCOc1ncccc1C(=O)Nc1ccc(F)c(Cl)c1 | / | -2.0%
CCN(Cc1ccccc1)C(=O)COC(=O)c1cnc(C)cn1 | 17 | 1.9%
COC(=O)c1ccc(CSc2nnc(Nc3ccc(OC)cc3)s2)o1 | / | -0.3%
O=c1cc2ncc(-c3[nH]ncc3[N+](=O)[O-])cn2[nH]1 | / | -3.0%
CC1(C)Cc2cccc(C(=O)NC3CCN(Cc4ccccc4)CC3)c2O1 | / | -4.5%
Cc1ccc2c(c1)=NC(=O)/C(=C/c1c(O)[nH]c(=O)[nH]c1=O)C=2 | -8 | 1.4%
CNCC/C=C1/c2ccccc2CSc2ccccc21 | / | -4.3%
COc1cccc(CN(C)CC(=O)Nc2cccc3ccccc23)c1 | -6 | -1.2%
CN(C)S(=O)(=O)c1cccc(NC(=O)COC(=O)CCC(=O)c2cccs2)c1 | -5 | -4.5%
CCOC(=O)C(CCSC)Nc1nc(Cl)nc(Nc2ccc(Cl)cc2)n1 (stereo unspecified) | / | 3.0%
Cc1cc(N2CCCCC2)nc(SCC(=O)c2ccccc2)n1 | -2 | -2.6%
CCOC(=O)C1C(=O)CC(C)(O)C(C(=O)OCC)C1c1ccccc1OC (stereo unspecified) | -3 | -2.8%
Cc1ccsc1C(=O)C1CCCN(Cc2cc(C(C)C)n[nH]2)C1 (stereo unspecified) | 9 | 7.0%
Cc1c(-c2cccc(Cl)c2)nc2ccccc2c1C(=O)OCC(=O)Nc1ccc2c(c1)OCO2 | -13 | 0.3%
O=C(NCCN1CCOCC1)c1cc(-c2ccccc2)on1 | 4 | 1.6%
CCOC(=O)N1CCN(C(=O)c2ccccc2NC(=O)c2ccc(F)cc2)CC1 | / | -8.3%
CCN1CCN(C(=S)NC(C)c2ccccc2)CC1 (stereo unspecified) | 7 | 3.5%
COC(=O)c1ccccc1NC(=O)COC(=O)[C@H](C)NC(N)=O | 14 | -1.3%
CN(C)c1ccc(CC(=O)c2nc3ccccc3s2)cc1 | -9 | 5.1%
Cc1cc(-c2n[nH]c(=S)n2/N=C/c2cccc([N+](=O)[O-])c2)n[nH]1 | 6 | 4.2%
C/C=C(\C)CN1CCN(c2ccc(C)cc2)CC1 | -9 | -1.0%
COc1cc(C2CC(=O)C3=C(C2)Nc2ncnn2C3c2cccs2)cc(OC)c1OC (stereo unspecified) | 5 | 0.8%
COc1ccc(C(=O)NCC2CCCO2)cc1S(=O)(=O)N1CCCc2ccccc21 (stereo unspecified) | -3 | 0.5%
Cc1cc(C)c(C(=O)O)c(CC(C)(C)C(=O)O)c1 | -15 | -5.2%
CCOc1c(OC)ccc2c3c(c(=O)oc12)CCCC3 | 19 | -4.0%
CN(C)S(=O)(=O)c1ccc(NC(=O)CN2CCN(C(c3ccccc3)c3ccccc3)CC2)cc1 | 7 | 8.0%
Cc1nnc(N/N=C/c2cccc(OCc3ccc(Cl)c(Cl)c3)c2)n1N | 12 | -4.1%
CCOC(=O)c1c(N)sc2c(OCC)c(Br)ccc12 | / | 8.4%
CCc1c(O)nc(SCC(=O)NCc2ccco2)[nH]c1=O | / | -0.2%
Cc1cc(O)c(C(C)C)cc1C1(c2cc(C(C)C)c(O)cc2C)OC(=O)c2ccccc21 | / | 0.7%
O=C(/C=C/c1c(Cl)cccc1Cl)NCCc1ccccc1 | / | 6.9%

In the list so far, these have an aryl thioether with sulfur outside any ring.
SMILES | Mtb RmlCD inh | GlmU inhibition
CCOc1cc(C=O)ccc1OCCSc1ccc(C)cc1 | 41 | 0.1%
Cc1ccc(C(=O)CSc2nnc(COc3cc(C)cc(C)c3)o2)cc1 | / | 0.1%
COC(=O)c1ccc(CSc2nnc(Nc3ccc(OC)cc3)s2)o1 | / | -0.3%
Cc1cc(N2CCCCC2)nc(SCC(=O)c2ccccc2)n1 | -2 | -2.6%
CCc1c(O)nc(SCC(=O)NCc2ccco2)[nH]c1=O | / | -0.2%

New compounds follow:
SMILES | Mtb RmlCD inh | GlmU inhibition
CCN1CCN(c2ccc(NC(=O)c3ccccc3F)cc2Cl)CC1 | 10 | -4.5%
COc1ccc(CCNC(=O)C2CCCN(c3nn4c(=O)cc(C)nc4s3)C2)cc1OC (stereo unspecified) | -7 | -3.5%
C=CCn1c(SCC#N)nnc1-c1ccc2ncccc2c1 | -12 | 8.3%
CCN(CC(=O)NCCc1ccc(Cl)cc1)Cc1nc2ccccc2c(=O)[nH]1 | -9 | -5.3%
CCC(=O)NCC(=O)OCC(=O)c1ccccc1 | / | 0.4%
COc1ccc(-c2nc(C#N)c(N3CCc4ccccc4C3)o2)cc1OC | / | 0.2%
Cc1ccc(-n2c(O)c(C=NC3CCS(=O)(=O)C3)c3ccccc3c2=O)c(C)c1 (stereo unspecified) | -11 | -1.9%
Cc1ccc(CNCCc2ccccc2F)cc1 | -6 | 6.9%
CC(OC(=O)CNC(=O)C12CC3CC(CC(C3)C1)C2)C(=O)Nc1ncc(Cl)cc1Cl (stereo unspecified) | / | 0.6%
CC(C)CCNC(=O)c1ccc(Cl)c(NC(=O)Cc2ccccc2)c1 | -2 | -7.5%
CCN(c1cccc(C)c1)c1nc2ccsc2c(=O)s1 | -3 | 8.6%
CCN(CC)CCNC(=O)c1cc2ccccc2nc1Cl | 28 | -4.7%
CCOC(=O)c1cccc(NC(=O)c2ccccc2C)c1 | 0 | -2.1%
Cc1nc(SCC(=O)Nc2ccc3c(c2)OCCO3)nc(C)c1C | -15 | -4.4%
CCCCN1C[C@H](O)[C@@H](O)[C@H](O)[C@H]1CO | / | 3.4%
Cc1ccc(NC(=O)CN(C)C(=O)Cn2ncc(Cl)c(Cl)c2=O)cc1 | -10 | 1.4%
COc1ccc(OC)c(NC(=O)c2cc(-c3cc(Cl)ccc3O)n[nH]2)c1 | -2 | -4.5%
Cc1ccc(-n2nc(C(=O)N3CCN(C)CC3)c3c4ccccc4n(C)c3c2=O)cc1 | / | -4.2%
Cc1ccc(C2Nc3cccc4cccc(c34)N2)s1 | 4 | -4.9%
O=c1[nH][nH]cc1C=Nc1ccc(Oc2ccccc2)cc1 | -10 | -5.9%
COc1cc(OC)cc(C(=O)N2CCN(C(=O)Cc3ccccc3)CC2)c1 | 5 | -5.1%
Cc1cc(C)n2nc(C(=O)N/N=C/c3c4ccccc4cc4ccccc34)nc2n1 | -9 | 4.5%
COc1ccc(CC(=O)OCC(=O)Nc2ncc(Cl)cc2Cl)cc1 | / | 1.2%
COc1ccc(O)c(C(=O)c2cc(C(=O)NCCc3ccccc3)c(=O)n(CCc3ccccc3)c2)c1 | 11 | 3.5%
O=C(CN1C(=O)S/C(=C/c2ccncc2)C1=O)N1CCOCC1 | 6 | 5.2%
CC(=O)[C@H]1CC[C@H]2[C@@H]3CCC4=CC(=O)CC[C@]4(C)[C@H]3[C@H](O)C[C@]12C | / | 0.1%
CCCNc1nc(-c2cc(-c3ccc(Cl)cc3)on2)cc(C(C)C)n1 | 11 | 3.8%
Cc1ccc(Cc2cncc(O)c2)cc1S(=O)(=O)O | 12 | 1.5%
O=C1c2ccccc2C(=O)N1Cc1ccccn1 | / | 0.2%
COc1ccc(C(=O)N2CC(=O)N(CCc3ccccc3)C(=O)C2)cc1OC | / | 0.0%
O=c1[nH]ccc2c(O)cccc12 | / | 3.9%
Cc1nc2ccc(NC(=O)Cc3ccc4c(c3)OCCO4)cc2s1 | 1 | -8.0%
c1ccc(Sc2ncnc3c2oc2ccccc23)nc1 | / | 0.2%
O=C(c1ccccc1)N1CCN(CC(O)Cn2ccc3ccccc32)CC1 (stereo unspecified) | 26 | -3.2%
CSc1nc2ccc(C)cc2c(=O)n1-c1cccnc1 | 3 | -5.4%
CC1CN(C(=O)c2cccc(COc3ccccc3Cl)c2)CC(C)O1 (stereo unspecified) | 14 | -5.2%
CCC1CCCCN1C(=O)c1cc2cc(Br)ccc2oc1=O (stereo unspecified) | 8 | 2.7%
Cc1cccc(NS(=O)(=O)c2ccccc2)n1 | 7 | 1.5%
CCOCCCNC(=S)NNC(=O)CCn1nc(C)c(Br)c1C | -2 | 0.8%
Cc1ccccc1NC(=O)c1ccc(NC(=O)C2CC(=O)OC23CCCCC3)cc1 (stereo unspecified) | -2 | 0.0%
CC1(C)Cc2nc3sc4c(=O)n(CC(=O)NCc5ccccc5)cnc4c3cc2CO1 | / | -0.4%
CCOC(=O)c1sc2nc(NC(=O)C3CCCCC3)sc2c1C | 10 | -3.3%
Cc1nc2cc(C(F)(F)F)ccc2n1C1CCN(C(=O)N2CCOCC2)CC1 | -7 | -0.8%
Cc1ccc(C(=O)Nc2ccc3cn[nH]c3c2)cc1S(=O)(=O)N1CCCCC1 | 9 | -4.4%
Cn1ncc(Cl)c1C(=O)Nc1cccnc1 | 55 | -3.3%
Cc1cc(/C=C(\C#N)C(=O)O)c(C)n1CC1CCCO1 (stereo unspecified) | 10 | -2.9%
CC(c1nnc(SCC(=O)c2c(N)n(C)c(=O)n(C)c2=O)n1-c1ccc(Cl)cc1)N(C)C (stereo unspecified) | -11 | 7.1%
CCc1ccc2oc(-c3cccc(NC(=O)c4cccnc4)c3)nc2c1 | 2 | 3.0%
CCCNC(=O)c1ccccc1C(=O)NC1(C(=O)NCCC)CCCC1 | -9 | 4.2%
CSc1ncnc2sc(C)c(C)c12 | -10 | 3.5%
The listing continues:
SMILES | Mtb RmlCD inh | GlmU inhibition
Cn1c(CO)cnc1-c1ccccc1 | -4 | -2.9%
O=S1(=O)CC2SC(=S)N(Cc3ccccc3)C2C1 (stereo unspecified) | / | 0.9%
C/C(CC(C)C)=N\NS(=O)(=O)c1ccc(C)c([N+](=O)[O-])c1 | 14 | -2.0%
Cc1noc(C)c1C(=O)Nc1cccnc1 | / | -3.7%
O=C1C2CCCN2C(c2ccccc2F)N1c1ccc(Cl)cc1 (stereo unspecified) | / | -2.8%
CCn1c(C)nc2cc(N)ccc21 | 8 | -7.2%
C#Cc1ccc(CN2CCN(Cc3ccsc3)C(CCO)C2)cc1 (stereo unspecified) | -8 | -3.4%
CC(=O)Nc1ccccc1NC(=O)C/C(C)=N/NC(=O)c1ccc([N+](=O)[O-])c(Cl)c1 | / | 3.9%
Clc1ccccc1-c1nnc2n1CCCCC2 | 7 | 9.1%
O=C(/C(=C/O)N=Nc1cccc(C(F)(F)F)c1)c1ccccc1 | 0 | 0.2%

Gathered by group, the compounds so far containing a CF3 group
SMILES | Mtb RmlCD inh | GlmU inhibition
Cc1nc2cc(C(F)(F)F)ccc2n1C1CCN(C(=O)N2CCOCC2)CC1 | -7 | -0.8%
O=C(/C(=C/O)N=Nc1cccc(C(F)(F)F)c1)c1ccccc1 | 0 | 0.2%

Continuation.
SMILES | Mtb RmlCD inh | GlmU inhibition
COc1ccccc1NS(=O)(=O)c1ccc(C(N)=O)cc1 | 6 | -2.1%
Cc1ccc(C(=O)Nc2nnn(C)n2)cc1 | / | -4.3%
O=C(COC(=O)c1ccc(-c2cnc3ccccc3n2)cc1)c1ccccc1 | 13 | -5.2%
O=c1c2c(nc3c(-c4ccc(Cl)cc4)c[nH]n13)CCC2 | / | 1.2%
Cc1nc(SCc2c(F)cccc2Cl)c2c(=O)n(C)c(=O)n(C)c2n1 | 8 | -5.3%
CCOCCCNCc1cn(-c2ccc(F)cc2F)nc1-c1ccccc1C | / | -0.8%
Cc1nnc(SCc2cc(=O)oc3ccc4ccccc4c23)n1Cc1ccccc1 | 8 | 0.5%
O=c1[nH]c(-c2ccccc2)cs1 | -5 | 3.3%
COc1ccc(C(=O)COC(=O)c2ccc(NC(=O)c3ccccc3)cc2)cc1 | 24 | 2.7%
CCOC(=O)c1cnc2c(C(F)(F)F)cccc2c1N1CCOCC1 | / | -0.3%
Cc1c(C(=O)NC(=S)NCC(C)C)oc2ccccc12 | / | 2.3%
NCCOc1ccccc1Cc1ccccc1 | 33 | -1.4%

Record cards, as listed above. Screens in order: Mtb RmlCD inh, GlmU inhibition
Record of NCCOc1ccccc1Cc1ccccc1 → 33, -1.4%
Record of COc1ccc(C(=O)COC(=O)c2ccc(NC(=O)c3ccccc3)cc2)cc1 → 24, 2.7%
Record of O=c1[nH]c(-c2ccccc2)cs1 → -5, 3.3%
